Compound activity from PubChem BioAssay.
IDE cell activ = activators of human insulin-degrading enzyme in cells; HEK cells, FAbeta-B cleavage, fluorescence polarization; 0% vehicle, 100% cell-free pure enzyme wells; P14735; activation, % at 5.96 µM; hit rate 0.073% among 340,000;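 active means activation above the mean of all tested compounds plus 3 SD, set per screening campaign, cut at about 17% in these data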
p-CIP stab down = p/CIP protein destabilization; decrease of EGFP signal, % at 10 µM; F442A p/CIP-EGFP cells, EGFP fluorescence, 16 h; hit rate 0.01% among 290,000; Q05BA5;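 active means EGFP signal decrease of at least 30% at 10 µM or well 3 SD below plate mean, unless failing retest; inactive means the rest, including hits failing retest or dose response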; further: some compounds called inactive have numbers as strong as hits; many of its hits are not listed in these tables
PHOSPHO1 inh = blocks human PHOSPHO1 phosphatase activity; hit rate 1.1% among 290,000; recombinant PHOSPHO1, absorbance phosphatase assay; inhibition, % at 13.3 µM; in the data active means inhibition above about 60%
Target sequence (Q8TCT1 whole entry, looked up): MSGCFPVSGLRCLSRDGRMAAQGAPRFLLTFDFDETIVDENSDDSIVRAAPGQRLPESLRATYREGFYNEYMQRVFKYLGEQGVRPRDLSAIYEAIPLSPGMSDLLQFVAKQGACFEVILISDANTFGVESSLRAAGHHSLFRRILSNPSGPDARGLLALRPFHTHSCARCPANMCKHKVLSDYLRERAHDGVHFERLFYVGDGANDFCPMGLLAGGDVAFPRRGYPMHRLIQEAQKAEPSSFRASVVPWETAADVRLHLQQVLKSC
CRFR2-BP antag = CRF-BP/CRF-R2 complex antagonism. HEK293 CRF-R2/CRF-BP, CRF-induced calcium fluorescence. AID 588475. inhibition, % at 11.8 µM. hit rate 0.59% among 350,000;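 active means inhibition of the ligand-induced calcium signal above about 50% at the single tested concentration, limit read from the data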
GalR3 antag = blocks the human galanin receptor 3; inhibition, % at 3 µM; HEK293 GalR3-CNG cAMP membrane potential fluorescence; galR3 body fused to GalR1 C-terminus; hit rate 0.44% among 360,000; O60755;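 active means inhibition above the screen-wide average plus 3 SD, cut at about 13% in these data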;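 further: forskolin and galanin both at EC90 stimulate the cells; cAMP rise reported by CNG channel membrane potential dye signal; 0% = forskolin plus galanin with DMSO and 100% = forskolin alone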
Target sequence (O60755 1-299 limits assumed): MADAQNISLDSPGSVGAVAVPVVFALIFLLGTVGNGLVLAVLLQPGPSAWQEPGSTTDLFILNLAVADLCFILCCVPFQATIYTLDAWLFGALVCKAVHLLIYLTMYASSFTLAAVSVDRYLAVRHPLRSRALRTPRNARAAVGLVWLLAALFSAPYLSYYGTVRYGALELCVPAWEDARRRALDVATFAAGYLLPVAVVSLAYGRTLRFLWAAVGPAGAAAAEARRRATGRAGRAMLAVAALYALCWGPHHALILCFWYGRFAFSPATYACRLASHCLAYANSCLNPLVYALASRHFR
MEKK3 PB1 HTS = raises or lowers MEK5 binding to the human MEKK3 PB1 domain; Q99759; bead-based flow cytometry, Alexa488-MEK5 binding to MEKK3; actives lie on both sides; 0 = blocked by unlabeled MEK5, 100 = vehicle; binding response (% of control), % at 10 µM; hit rate 1.4% among 290,000;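 active means binding response more than 3 SD above or below the average of its plate-row segment, actives on both sides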;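 further: Alexa488 bead fluorescence after subtracting the streptavidin-only scavenger bead signal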
IDE inh = inhibits human insulin-degrading enzyme in HEK cells; FAbetaB cleavage, fluorescence polarization; inhibition, % at 5.59 µM; hit rate 0.41% among 320,000;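 active means percent inhibition above the average of all tested compounds plus 3 SD, set per screening campaign, cut at about 16% in these data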;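 further: IDE supplied by intact live HEK cells; FP after avidin binding of uncleaved biotin substrate so inhibition keeps polarization high; 0% = DMSO wells and 100% = 60 µM reference IDE inhibitor Ii1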
M4 PAM = potentiates acetylcholine response at human M4 receptor; P08173; CHO-K1 hM4/Gqi5, Fluo-8 calcium fluorescence, ACh EC20; 0% = ACh EC20, 100% = maximal ACh; activation, % at 3 µM; hit rate 0.4% among 360,000;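 active means activation above its plate's cutoff, the mean activation of sample wells plus 3 SD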; further: some results filed as inactive read as strong as hits
Target sequence (P08173 whole entry, looked up): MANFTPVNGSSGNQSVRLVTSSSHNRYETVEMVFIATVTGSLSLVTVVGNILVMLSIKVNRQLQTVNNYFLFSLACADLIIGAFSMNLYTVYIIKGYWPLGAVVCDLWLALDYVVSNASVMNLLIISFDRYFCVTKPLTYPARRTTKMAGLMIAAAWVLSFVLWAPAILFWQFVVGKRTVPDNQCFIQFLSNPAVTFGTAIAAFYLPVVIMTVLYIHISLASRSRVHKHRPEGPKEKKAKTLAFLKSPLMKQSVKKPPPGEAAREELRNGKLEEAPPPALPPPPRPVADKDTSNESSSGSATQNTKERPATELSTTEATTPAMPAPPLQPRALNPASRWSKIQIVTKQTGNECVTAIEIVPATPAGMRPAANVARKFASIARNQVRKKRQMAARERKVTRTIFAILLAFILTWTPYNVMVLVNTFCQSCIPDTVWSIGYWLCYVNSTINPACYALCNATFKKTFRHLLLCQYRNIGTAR
CRFBP-R2 agonist = CRF-BP/CRF-R2 complex agonism; hit rate 0.46% among 350,000; HEK293 CRF-R2/CRF-BP, calcium dye fluorescence (FLIPR); percent of saturating CRF peptide response; activation, % at 13.2 µM;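 active means activation of at least 50%, plus an integration ratio under a set limit after plate pattern correction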;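 further: plate controls were neutral control wells without compound for no effect and CRF at EC100 for full effect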
* = called active by the depositor; · = not tested or not shown; & = joins results of further samples.

Field names: A = IDE cell activ; B = p-CIP stab down; C = PHOSPHO1 inh; D = CRFR2-BP antag; E = GalR3 antag; F = MEKK3 PB1 HTS; G = IDE inh; H = M4 PAM; I = CRFBP-R2 agonist
COC(=O)C1C2C=CC3(CN(C(C)c4ccc(OC)cc4)C(=O)C13)O2 (stereo unspecified)
  A = -3; B = -5; C = 41; D = -6; E = 2; F = 102; G = 0; H = 11; I = 1.2

COc1ccc(-n2c(CNc3ccc(C)cc3)nnc2SCc2ccccc2)cc1
  A = 2; B = 1; C = -4; D = -30; E = -4; F = 128; G = -1; H = 4; I = -1.3

O=C(Cn1cnc2c(nnn2Cc2ccccc2)c1=O)Nc1ccc2c(c1)OCCO2
  A = -1; B = 10; C = 28; D = 14; E = -4; F = 104; G = -3; H = 14; I = 0.9

CCOC(=O)c1c(C)[nH]c(C)c1C(=O)COC(=O)c1cccc(C)c1O
  A = -5; B = -2; C = 5; D = -14; E = -6; F = 106; G = -2; H = -6; I = 1.6

CC1Cc2ccccc2N1C(=O)COC(=O)c1cc(Br)ccc1O (stereo unspecified)
  A = 4; B = ·; C = ·; D = 2; E = -5; F = ·; G = -2; H = -3; I = 3.7

C/C(=N/NC(=O)C1CC1(c1ccccc1)c1ccccc1)c1ccco1 (stereo unspecified)
  A = 1; B = 0; C = -7; D = -33; E = -3; F = 105; G = -1; H = -4; I = -3.0

CC(=O)NNC(=O)c1sc(=S)n(C)c1C
  A = 7; B = -12; C = -3; D = 6; E = -5; F = 95; G = -2; H = 11; I = 0.1

S=C(Nc1cccc(Br)c1)N1CCn2cccc2C1c1cccnc1 (stereo unspecified)
  A = -2; B = 4; C = 11; D = -10; E = -7; F = 107; G = 1; H = -5; I = 1.7

Cc1ccc(SCCNC(=O)c2ccccc2F)cc1
  A = 0; B = -100; C = ·; D = 2; E = -10; F = 99; G = 7; H = 0; I = -1.2

COc1ccc(-c2c(C)n([O-])c3c([n+]2=O)CCCC3)cc1OC
  A = ·; B = 0; C = 15; D = ·; E = ·; F = 105; G = 1; H = ·; I = ·

COC(=O)c1ccc(N2CC3CNC(=O)C2(C(=O)OC)N3C)cc1 (stereo unspecified)
  A = 4&4; B = ·; C = ·; D = 2&2; E = -2&-4; F = ·; G = -2&-5; H = 0&5; I = -0.5&1.4

COc1cc(Cl)c(C)cc1NC(=O)Cc1cccs1
  A = 0; B = -16; C = 40; D = 30; E = -7; F = 104; G = -1; H = -2; I = 0.0

Cn1c(CC(=O)Nc2ccccc2F)nnc1SCC(=O)Nc1nccs1
  A = 5; B = -3; C = 20; D = 13; E = -8; F = 104; G = -3; H = 0; I = -1.1

CCN(CC(=O)Nc1ccc2c(c1)OCCO2)CC(=O)Nc1ccc2c(c1)OCO2
  A = -3; B = 1; C = 9; D = -5; E = -7; F = 100; G = -2; H = -20; I = 4.4

O=C(N/N=C/c1cccc(Br)c1)c1ccc(Br)cc1
  A = 12; B = 2; C = 27; D = -8; E = -4; F = 104; G = 3; H = 2; I = -5.6

Cc1cc(=O)[nH]c(SCC(=O)N2CCN(C(=O)c3ccco3)CC2)n1
  A = 1; B = ·; C = ·; D = 9; E = -5; F = ·; G = -5; H = 1; I = 0.0

c1cncc(CSc2ccc(-c3cccs3)nn2)c1
  A = -2; B = 9; C = -23; D = -10; E = -6; F = 97; G = 1; H = -9; I = -0.9

C[C@H](CO)N1C[C@H](C)[C@@H](CN(C)C(=O)Nc2ccccc2)Oc2ccc(NS(=O)(=O)c3ccc(F)cc3)cc2C1=O
  A = 3; B = ·; C = ·; D = -6; E = -1; F = ·; G = 1; H = -1; I = -0.3

CCn1c(=O)c(C(=O)NC(C)c2ccccc2)c(O)c2ccccc21 (stereo unspecified)
  A = 5; B = 1; C = 19; D = 8; E = -1; F = 107; G = ·; H = 0; I = 7.8

Cc1ccccc1-c1nnn(C/C(N)=N/O)n1
  A = 4; B = -12; C = 33; D = 3; E = -2; F = 112; G = -2; H = 14; I = 0.2

CC1CN(S(=O)(=O)c2ccc(CN3C(=O)c4cccnc4C3=O)s2)c2ccccc2O1 (stereo unspecified)
  A = 3; B = -7; C = 33; D = 14; E = -10; F = 96; G = -3; H = 1; I = -1.1

O=C(CSc1nnc(NCc2ccccc2)s1)N1CCOCC1
  A = 1; B = 15; C = 7; D = -25; E = 8; F = 100; G = 1; H = 5; I = 0.9

CC(=O)Nc1ccc2nc(C3CC3)n(Cc3ccc(Cl)cc3)c(=O)c2c1
  A = -1; B = -6; C = 9; D = -39; E = -5; F = 90; G = 2; H = 0; I = -4.7

CCCCCCCCNCCS(=O)(=O)NN1CCOCC1
  A = 5; B = ·; C = ·; D = -1; E = -6; F = ·; G = ·; H = 6; I = -0.7

O=C(NCCc1c[nH]c2ccccc12)c1cc2ccccc2oc1=O
  A = 1; B = 0; C = 8; D = -9; E = -2; F = 104; G = -7; H = -9; I = -0.6

N#Cc1cc2c(nc1SC1CC(=O)N(c3ccccc3)C1=O)CCC2 (stereo unspecified)
  A = -3; B = 2; C = 9; D = 40; E = ·; F = 92; G = 0; H = -8; I = 2.6

COc1ccc(S(=O)(=O)Nc2ccc(N3CCOCC3)cc2)cc1
  A = 0; B = -6; C = 10; D = -14; E = -9; F = 100; G = 5; H = 4; I = 0.5

CC(=O)/C=C/n1c(=S)oc2ccccc21
  A = ·; B = 10; C = -10; D = 70*; E = 15*; F = 92; G = 1; H = ·; I = 2.2

CO/N=C/NC(=O)c1cn(-c2ccc(F)cc2)c(=O)c2ccccc12
  A = 4; B = -14; C = -1; D = 4; E = -2; F = 101; G = 1; H = 8; I = 0.5

Cc1ccn2c(C(=O)N/N=C\c3ccccc3[N+](=O)[O-])c(C)nc2c1
  A = -7; B = ·; C = ·; D = 11; E = 0; F = 91; G = 4; H = 3; I = 0.3

CC(C)=CCN1CCN(Cc2cnc(N3CCOCC3)s2)CC1CCO (stereo unspecified)
  A = -3; B = -12; C = 45; D = -14; E = 1; F = 102; G = -7; H = 3; I = -0.5

COc1ccc(C(=O)Nn2c(CC(C)C)nc3cc(Cl)ccc3c2=O)c(OC)c1
  A = 3; B = -10; C = ·; D = -1; E = 1; F = 93; G = 5; H = 5; I = 0.2

Cc1ccc2c(CN3CCN(CCO)CC3)cc(=O)oc2c1
  A = 5; B = 6; C = 10; D = -3; E = -2; F = 97; G = 2; H = 5; I = -0.2

COc1ccc2cnn(-c3ccc(OC(F)(F)Cl)cc3)c(=O)c2c1OC
  A = 4; B = 2; C = 37; D = -3; E = 7; F = 101; G = 2; H = 2; I = -0.9

CCc1ccccc1-n1c(-c2ccncc2)n[nH]c1=S
  A = -5; B = 14; C = 90*; D = 10; E = 0; F = 104; G = 4; H = 0; I = -2.3

O=S(=O)(c1ccc2nnn(O)c2c1)N1CCOCC1
  A = 3; B = ·; C = ·; D = 3; E = -5; F = ·; G = 3; H = 2; I = 0.7

COc1c(C)cc(C(=O)C2CCCN(C(=O)Cn3nc(C)nc3C)C2)cc1C (stereo unspecified)
  A = 5; B = -3; C = 34; D = 27; E = -1; F = 103; G = 1; H = 1; I = -0.3

Nc1nnc(CSCc2ccccc2Cl)s1
  A = 8; B = -5; C = 36; D = -2; E = 0; F = 96; G = 1; H = -5; I = -0.6

Cc1ccc(-c2ccc(C3=CC(=O)CC(C)(C)C3=O)cc2)cc1
  A = ·; B = ·; C = ·; D = -3; E = -7; F = ·; G = ·; H = 3; I = -0.7

COC(=O)C1=C(C)N(CC(C)C)C(=O)C1
  A = -2; B = 4; C = 22; D = 8; E = -2; F = 88; G = 7; H = 7; I = 0.1

COCc1cc(=O)n2c([nH]c3ccccc32)c1C#N
  A = 3; B = 11; C = -6; D = 8; E = -7; F = 101; G = 0; H = -1; I = 2.4

CCOC(=O)Nc1c(O)ccc2oc(C)c(-c3ccccc3)c12
  A = 4; B = 0; C = -40; D = -20; E = 2; F = 93; G = -4; H = 12; I = -3.7

CCOc1ccc2nc(Cl)c(/C=C/C(=O)c3ccco3)cc2c1
  A = 1; B = -6; C = 15; D = -3; E = 0; F = 99; G = 3; H = 4; I = -0.7

CCOC(=O)N1CCN(C(=O)COC(=O)c2ccc(Cl)nc2)CC1
  A = -1; B = ·; C = ·; D = -6; E = -4; F = ·; G = 0; H = 0; I = 5.2

CCOC(=O)c1ccccc1NC(=O)COC(=O)Cc1ccccc1F
  A = 6; B = ·; C = ·; D = 14; E = -3; F = ·; G = ·; H = -1; I = 0.1

NC(=O)C1CCN(C(=O)c2ccc3c(=O)n(Cc4cccc(Br)c4)c(=S)[nH]c3c2)CC1
  A = -7; B = 0; C = 23; D = -3; E = -5; F = 99; G = 8; H = 6; I = 0.0

C/C(=N\NC(=O)c1ccc(-n2cnnn2)cc1)c1ccc(Cl)cc1
  A = 1; B = ·; C = ·; D = 1; E = -2; F = ·; G = 3; H = 8; I = -1.1

CCCc1nn2c(=O)cc(CSCC(=O)Nc3ccccc3)nc2s1
  A = -2; B = 5; C = 24; D = 0; E = 2; F = 101; G = 8; H = 1; I = 1.2

COc1ccc(C(=O)c2c(C)oc3ccc(O)c(CN4CCOCC4)c23)cc1
  A = 1; B = 12; C = 11; D = 17; E = -5; F = 100; G = 3; H = 3; I = -1.9

COc1cccc(-c2sc3cc(OC)c(OC)cc3c2-c2ccc(OCCN3CCCCC3)cc2)c1
  A = 6; B = ·; C = ·; D = 2; E = ·; F = ·; G = ·; H = -1; I = -3.6

The last four records of the section above open the next one.
Field names: A = IDE cell activ; B = p-CIP stab down; C = PHOSPHO1 inh; D = CRFR2-BP antag; E = GalR3 antag; F = MEKK3 PB1 HTS; G = IDE inh; H = M4 PAM; I = CRFBP-R2 agonist
C/C(=N\NC(=O)c1ccc(-n2cnnn2)cc1)c1ccc(Cl)cc1
  A = 1; B = ·; C = ·; D = 1; E = -2; F = ·; G = 3; H = 8; I = -1.1

CCCc1nn2c(=O)cc(CSCC(=O)Nc3ccccc3)nc2s1
  A = -2; B = 5; C = 24; D = 0; E = 2; F = 101; G = 8; H = 1; I = 1.2

COc1ccc(C(=O)c2c(C)oc3ccc(O)c(CN4CCOCC4)c23)cc1
  A = 1; B = 12; C = 11; D = 17; E = -5; F = 100; G = 3; H = 3; I = -1.9

COc1cccc(-c2sc3cc(OC)c(OC)cc3c2-c2ccc(OCCN3CCCCC3)cc2)c1
  A = 6; B = ·; C = ·; D = 2; E = ·; F = ·; G = ·; H = -1; I = -3.6

CCOC(=O)c1c[nH]c2c(Cl)ccc(Cl)c2c1=O
  A = 2; B = -12; C = -8; D = 11; E = 0; F = 101; G = 2; H = 5; I = 1.3

COc1ccc(CCNC(=O)C2CC(c3cccc([N+](=O)[O-])c3)=NO2)cc1 (stereo unspecified)
  A = 6; B = 2; C = 1; D = 35; E = -3; F = 105; G = 6; H = 4; I = -0.8

CCCCc1c(O)c2ccccc2[nH]c1=O
  A = 1; B = -11; C = -5; D = -15; E = 1; F = 100; G = 4; H = 2; I = -4.1

CC(=O)Nc1ccc(S(=O)(=O)Oc2ccccc2N2C(=O)C3C4CCC(C4)C3C2=O)cc1 (stereo unspecified)
  A = 8; B = -7; C = 38; D = -7; E = -3; F = 100; G = 2; H = 17; I = 2.2

COc1cc(OC)cc(C(=O)Nc2cccc3ccccc23)c1
  A = 1; B = -6; C = ·; D = 2; E = -10; F = 106; G = 9; H = -4; I = -1.0

COCCCn1c2nc3ccccc3nc2c2c(=O)n(CC3CCCO3)cnc21 (stereo unspecified)
  A = 3; B = 3; C = 28; D = 20; E = -6; F = 98; G = 3; H = 10; I = -4.2

COCC(=O)Nc1ncc(S(=O)(=O)c2ccc([N+](=O)[O-])cc2)s1
  A = 6; B = -26; C = 10; D = 10; E = 4; F = 108; G = 3; H = -1; I = -1.2

O=C(NC1CCCCC1)C(c1ccco1)N(C(=O)c1csnn1)C1CCCC1 (stereo unspecified)
  A = 1; B = -26; C = 14; D = 41; E = -5; F = ·; G = 9; H = 2; I = 0.1
